# NPC1 prom act: qHTS Assay for NPC1 Promoter Activators; Huh7 NPC1 promoter luciferase reporter, 24 h; Potency, µM (top dose mostly 9.22 µM), for the others: top-dose activation, hits mostly activators; 2.4% of 320,000 active; AID 485313, 2010;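 further: potency means the concentration at half of the fitted maximal effect; % of control where 0% means no effect; nearly all actives have a fitted effect of over 60% in size; reporter is driven by a mutant NPC1 promoter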
#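 Luminescence from an NPC1 promoter-driven luciferase reporter in stably transfected Huh7 cells was measured after 24 h compound treatment at 37 °C, followed by 10 min ambient incubation with luciferase detection reagent.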
# Rab9 prom act: qHTS Assay for Rab9 Promoter Activators; Huh7 Rab9 promoter-luciferase reporter, luminescence, 24 h; Potency, µM (titrated, usually from 9.22 µM), for inactives: at the highest dose activation, negative = inhibition, hits mostly activators; 2.8% of 320,000 active; further: potency means the concentration at half of the fitted maximal effect; % of control where 0% means no effect; nearly all actives have a fitted effect of over 60% in size
#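 Using Huh7 cells stably transfected with Rab9 promoter–luciferase, compounds were incubated 24 h at 37 °C, 5% CO2; luciferase luminescence was read 10 min after reagent addition.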
# FLuc modulator: qHTS profiling assay for firefly luciferase inhibitor/activator using purifed enzyme and Km concentrations of substrates (counterscreen for miR-21 project); purified FLuc, Km substrates, luminescence inhibition; Potency, µM (titrated, usually from 57.5 µM), for inactives: at the top dose activity change, negative = inhibition, actives largely listed as inhibitors; 6.9% of 360,000 active;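 further: potency means the concentration at half of the fitted maximal effect; plate controls were vehicle for no effect and reference inhibitor for full effect; nearly all actives have a fitted effect of over 55% in size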
#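 Purified P. pyralis luciferase, 10 nM final, with Km-level 10 uM D-luciferin and 10 uM ATP in 50 mM Tris acetate pH 7.5, 10 mM Mg acetate, 0.01% Tween-20, 0.05% BSA; 6-point qHTS titration about 60 µM downward; luminescence read.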
# Tb PFK block: qHTS Assay to Find Inhibitors of T. brucei phosphofructokinase; ATP-dependent 6-phosphofructokinase (Trypanosoma brucei brucei), O15648; T. brucei PFK, ADP-Glo luminescence; Potency, µM (titrated, usually from 57.5 µM), for inactives: top-dose activity, negative = inhibition, hits mostly inhibitors; 0.17% of 330,000 active; AID 485367, 2010;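 further: potency means the concentration at half of the fitted maximal effect; 0% = uninhibited 1x PFK enzyme wells and -100% = no-enzyme wells; nearly all actives have a fitted effect of over 60% in size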
#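 Compounds were pin-transferred as a titration series up to 57 uM into substrate buffer (0.5 mM F6P, 0.1 mM ATP, pH 8.0), then 1.25 nM PFK was added and reactions ran 45 min before ADP-Glo detection.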
# ELG1 repair inh: qHTS screen for small molecules that inhibit ELG1-dependent DNA repair in human embryonic kidney (HEK293T) cells expressing luciferase-tagged ELG1 | Potency, µM (series often up to 46.1 µM), without a hit: top-dose activity change, negative = inhibition, most hits filed as inhibitors | AID 504467, 2011 | 2.3% of 330,000 active | HEK293T ELG1-luciferase reporter, luminescence, 16 h; DNA damage induced by 5-fluorouridine; further: potency means the concentration at half of the fitted maximal effect; on the % scale 0 is the no-effect control and ±100 the full control effect; nearly all actives have a fitted effect of over 55% in size
#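 DMSO vehicle served as the neutral condition. Each well held 2,000 cells given 5-fluorouridine plus compound; after 16 hr at 37 °C/5% CO2, ONE-Glo was added and luciferase measured 30 min later.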
# ELG1 genotox: qHTS screen for small molecules that induce genotoxicity in human embryonic kidney (HEK293T) cells expressing luciferase-tagged ELG1; HEK293T ELG1-luciferase reporter, luminescence, 16 h; Potency, µM (titrated, usually from 46 µM), without a hit: at the top dose activity change, positive = activation, most hits filed as activators; 1.3% of 330,000 active; AID 504466, 2011; further: potency means the concentration at half of the fitted maximal effect; % of control where 0% means no effect; nearly all actives have a fitted effect of over 60% in size
#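 ELG1-luciferase HEK293T cells, 2,000/well; compound pinned in; 16 hr, 37 °C, 5% CO2; ONE-Glo, 30 min RT; luminescence on CCD imager.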
# p53 reactivator: qHTS assay for re-activators of p53 using a Luc reporter | H1299 p53-A138V BP100-luciferase reporter, luminescence, 24 h | Potency, µM (highest dose often 92.2 µM), for the others: top-dose activity change, positive = activation, usual class: activators | 0.063% of 320,000 active; further: potency means the concentration at half of the fitted maximal effect; % of control where 0% means no effect; nearly all actives have a fitted effect of over 45% in size
#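 H1299 (p53-null), stable ts p53-A138V + BP100-Luc; 1000 cells/well, Opti-MEM/10% FBS; cpd 4 pt, 1:5; 24 h, 37 deg C, 5% CO2; detection reagent 10 min RT; luminescence.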
# BRCA1 expr act: qHTS Assay to Identify Small Molecule Activators of BRCA1 Expression; MCF7-BRCA1-FFLuc reporter, luminescence, 48 h; response scale: scaled: vehicle 0%, 10 µM genistein 100%; Potency, µM (titrated, usually from 46.1 µM), without a hit: top-dose activation, actives largely listed as activators; 1.1% of 380,000 active; further: potency means the concentration at half of the fitted maximal effect; nearly all actives have a fitted effect of over 80% in size; some results filed as inactive show a strong effect at the top dose
#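 Compounds are tested at multiple concentrations on MCF7 BRCA1-luciferase reporter cells seeded at 2000 per well; after 48 h, a single luminescence end-point is taken and curves fitted to the normalized data.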
# VP16 counter: VP16 counterscreen qHTS for inhibitors of ROR gamma transcriptional activity | Drosophila S2 Gal4-VP16 UAS-luciferase, luminescence, 20 h | Potency, µM (top dose mostly 53.6 µM), for the others: at the top dose activity, negative = inhibition, actives largely listed as inhibitors | 3.5% of 310,000 active;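 further: Gal4-VP16 expression switched on by copper sulfate through the metallothionein promoter; potency means the concentration at half of the fitted maximal effect; on the % scale 0 is the no-effect control and ±100 the full control effect; nearly all actives have a fitted effect of over 50% in size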
# TRPV1 ag: HTS Assay for Compounds that Act as Agonists of the Vanilloid Receptor 1; TRPV1-expressing cells, Fluo-8 calcium influx, agonist mode; activation, % at 8.33 µM; AID 540275, 2011; 0.19% of 320,000 active; in the data active means activation above about 80%; inconclusive means between about 30% and that limit; further: 0% is about no effect
# Target sequence (Q8NER1 whole entry, looked up): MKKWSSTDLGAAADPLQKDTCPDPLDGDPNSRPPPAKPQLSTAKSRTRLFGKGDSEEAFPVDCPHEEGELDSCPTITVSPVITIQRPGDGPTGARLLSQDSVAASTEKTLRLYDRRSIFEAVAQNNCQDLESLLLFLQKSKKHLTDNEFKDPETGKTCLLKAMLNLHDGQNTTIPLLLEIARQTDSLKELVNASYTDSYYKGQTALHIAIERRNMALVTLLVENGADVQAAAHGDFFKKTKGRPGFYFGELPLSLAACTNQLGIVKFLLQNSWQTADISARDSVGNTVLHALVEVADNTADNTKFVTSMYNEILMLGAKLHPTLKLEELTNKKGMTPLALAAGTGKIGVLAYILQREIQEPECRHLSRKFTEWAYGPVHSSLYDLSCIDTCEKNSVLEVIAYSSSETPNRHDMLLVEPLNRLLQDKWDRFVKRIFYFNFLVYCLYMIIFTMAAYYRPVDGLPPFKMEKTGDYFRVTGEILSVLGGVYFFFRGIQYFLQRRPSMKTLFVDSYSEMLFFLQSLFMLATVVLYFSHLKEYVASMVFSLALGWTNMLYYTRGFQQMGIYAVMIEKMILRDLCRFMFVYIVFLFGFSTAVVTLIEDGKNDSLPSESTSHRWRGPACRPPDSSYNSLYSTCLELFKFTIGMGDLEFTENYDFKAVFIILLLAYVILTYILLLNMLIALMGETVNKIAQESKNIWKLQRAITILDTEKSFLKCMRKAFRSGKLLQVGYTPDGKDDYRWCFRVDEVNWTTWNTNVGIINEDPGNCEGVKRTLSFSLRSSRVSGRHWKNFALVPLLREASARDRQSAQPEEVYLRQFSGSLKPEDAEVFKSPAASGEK
#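 TRPV1-expressing cells were cultured overnight at 35.5C and loaded with Fluo-8 calcium dye for 40 to 90 min at room temperature. After a 10 s baseline, compound was added and calcium influx was read kinetically for 3 min (ex 480/em 520 nm).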
# RORg inh: qHTS for inhibitors of ROR gamma transcriptional activity; 5.4% of 310,000 active; Nuclear receptor ROR-gamma (Mus musculus), P51450; Drosophila S2 Gal4-RORgamma UAS-luciferase reporter, 20 h; Potency, µM (doses to about 53.6 µM), without a hit: at the top dose activity change, negative = inhibition, usual class: inhibitors; further: potency means the concentration at half of the fitted maximal effect; on the % scale 0 is the no-effect control and ±100 the full control effect; nearly all actives have a fitted effect of over 60% in size
#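 Drosophila Schneider cells stably carrying a metallothionein-driven Gal4 DBD–ROR gamma fusion and a UAS-Photinus luciferase reporter were exposed to compound for 1 hr, then induced with copper sulfate (700 uM final) for 20 hr at ambient temperature before luminescence reading.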
# * marks the source's active call; other numbers are inactive results; ? = inconclusive; / = no result given; [ ] = dose if it differs, or a comment. Unless noted, the call rests on the fitted dose curve; in most records, active means well fitted curve in the direction sought with a large enough effect; inconclusive means small, poorly fitted or top-dose-only effect, or another doubt; inactive means no such curve, though single readings can be large; an effect the other way counts as inactive or inconclusive. The order is random, and some 15% of all compounds hit somewhere here.
SMILES,NPC1 prom act,Rab9 prom act,FLuc modulator,Tb PFK block,ELG1 repair inh,ELG1 genotox,p53 reactivator,BRCA1 expr act,VP16 counter,TRPV1 ag,RORg inh
COc1ccc(OC)c(NC(=O)CCN2CC(C)CC(C)C2)c1 (stereo not given),1.5%,0.3%,-7.7%,0.4%,3.2%,-1.8%,13.1%,46.2%,-2.3%,-0.9,-7.9%
Clc1ccc(-n2cc(-c3ccc(Br)cc3)[n+]3c2CCCCC3)cc1,-0.5%,-3.7%,0.9%,-2.2%,?,-7.1%,3.6%,1.8%,-9.9%,-2.1,2.9%
C/C(CC(=O)Nc1cccc(Cl)c1Cl)=N\NC(=O)C(=O)N1CCCC1,2.3%,2.0%,0.3%,-3.0%,2.4%,2.2%,-2.6%,-5.8%,-9.0%,0.2,-4.7%
COc1ccc(C(C(=O)NCC2CCCO2)N(C(=O)CNC(=O)c2cccs2)c2ccc(NC(C)=O)cc2)cc1OC (stereo not given),-3.3%,-6.4%,-9.6%,-10.5%,-4.2%,-0.4%,-1.8%,-1.0%,-5.1%,-2.4,-5.9%
CC(OC(=O)C1=COCCO1)C(=O)Nc1ncc(Cl)cc1Cl (stereo not given),-1.3%,-1.5%,-1.7%,-2.0%,4.4%,1.0%,6.8%,6.7%,/,-1.1,/
COc1ccc(N(CC(=O)NC2CCCC2)S(=O)(=O)c2ccc(NC(C)=O)cc2)cc1,1.3%,-3.1%,1.2%,5.8%,6.7%,-0.6%,0.8%,-12.8%,2.1%,-4.7,0.2%
CCOC(=O)c1c(NC(=O)c2cccs2)sc2c1CCCC2,0.7%,-5.1%,1.1%,-3.0%,-2.1%,0.6%,-5.4%,-3.6%,-2.2%,0.0,-5.0%
Oc1c(CN2CCCC(C(F)(F)F)C2)cc(Cl)c2ccccc12 (stereo not given),2.8%,-0.5%,-0.9%,-7.5%,-13.3%,-0.4%,10.1%,-44.5%,1.6%,4.0,-20.1%
Cc1nn(-c2ccccc2)c(Oc2ccc(F)cc2)c1/C=N/n1cnnc1,-3.1%,-0.1%,0.7%,-3.0%,?,1.2%,-6.4%,-11.2%,2.2%,18.7,?
Cc1ccc(CN2CCN(Cc3c(C)nn(C(C)C)c3C)CC2CCO)o1 (stereo not given),-4.0%,-1.4%,-0.7%,-3.6%,5.8%,0.4%,0.0%,-13.8%,-9.3%,0.7,-16.9%
Cc1ccccc1OCC(=O)OCC(=O)Nc1ccc(Cl)cn1,-0.3%,0.4%,/,6.5%,3.3%,-2.0%,6.7%,7.5%,/,1.4,/
CSc1ccc(C(=O)/C=C/c2ccc(N)cc2)cc1,?,3.16µM*,0.757µM*,-1.7%,?,13µM*,?,99.9%,?,?,?
CNc1oc(-c2cccs2)nc1C#N,2.3%,-6.4%,-12.0%,-1.0%,?,6.4%,0.5%,-0.4%,-7.6%,/,12.8%
O=C(COc1cccnc1[N+](=O)[O-])Nc1ccc2c(c1)OC(F)(F)O2,-2.2%,-3.8%,-0.6%,-2.9%,2.9%,0.7%,-0.2%,20.3%,?,11.7,1.3%
COc1ccc(CNC(=O)c2ccc(C(C)(C)C)cc2)cc1,3.16µM*,2.82µM*,3.01µM*,-6.9%,?,?,10.5%,3.55µM*,-14.1%,?,2.0%
CC1=C(C(=O)N2CCCC(N3CCN(c4ccccc4F)CC3)C2)OCCO1 (stereo not given),0.7%,10.4%,1.5%,4.1%,-2.2%,-0.9%,-9.6%,-0.8%,9.0%,-4.6,1.9%
Cn1c(=O)c2c(ncn2CC(=O)OCC(=O)Nc2cc(Cl)ccc2Cl)n(C)c1=O,-4.4%,-3.7%,6.2%,0.0%,6.9%,0.5%,0.2%,-5.3%,-3.2%,8.2,-8.8%
O=S(=O)(NCCc1csc(-c2cccnc2)n1)c1cc(F)ccc1F,-5.2%,-6.0%,-0.3%,0.5%,3.0%,-8.7%,-4.2%,-31.6%,15.6%,-4.5,25.7%
COc1ccc(C(=O)NCC(=O)c2ccccc2)cc1,2.82µM*,3.55µM*,12µM*,-2.0%,?,9.2µM*,2.7%,102.2%,-27.1%,14.4,10µM*
CCOc1ccc(NC(=O)c2ccc3c(=O)n4c(nc3c2)CCCCC4)cc1,-8.6%,-8.5%,2.9%,-1.3%,-25.5%,-3.5%,-2.4%,-9.8%,-6.7%,0.3,11.5%
CN1CCc2ccccc2C1C1CCNCC1 (stereo not given),6.0%,-2.1%,-1.0%,-3.5%,-3.7%,3.2%,9.3%,15.8%,-0.5%,-1.1,-11.0%
Cn1cnnc1SCC(=O)c1cc2ccccc2o1,-1.0%,-0.8%,-3.4%,0.4%,3.5%,0.6%,0.8%,-20.1%,?,0.6,13.5%
O=C(O)CCC(=O)N1CCc2cc(S(=O)(=O)N3CCCCC3)ccc21,-0.4%,-2.7%,-0.8%,1.9%,0.8%,0.6%,-1.0%,15.5%,0.1%,/,-18.0%
CN(CC(=O)Nc1ccc(F)cc1)C(=O)c1cccc(S(=O)(=O)N2CCN(c3ccc(F)cc3)CC2)c1,-0.9%,-7.6%,-18.8%,0.0%,?,19.3%,-1.7%,-44.4%,/,0.0,/
Cc1cccc(NC(=O)c2ccoc2C)n1,18.3%,26.9%,?,-3.2%,?,?,?,?,9.3%,1.0,25.6%
CC(NC(=O)Nc1ccccn1)N1C(=O)C2C3C=CC(C3)C2C1=O (stereo not given),-8.6%,-3.6%,0.6%,0.5%,5.7%,0.4%,-7.7%,12.6%,12.8%,0.5,-21.4%
Cc1cc(-c2ccc(F)cc2)nc2cc(C(N)=O)nn12,-1.4%,-2.8%,1.0%,-1.3%,?,-10.6%,-2.4%,0.0%,2.7%,-7.0,-11.6%
O=C(CS(=O)(=O)c1ccc(F)cc1)N1CCOCC1,2.6%,11.1%,3.7%,0.6%,6.1%,-0.5%,1.2%,-1.1%,-1.8%,1.3,11.1%
COc1ccc(CSc2nnnn2-c2ccc(C(N)=O)cc2)cc1[N+](=O)[O-],-1.9%,-0.2%,-1.9%,1.4%,-3.2%,-4.2%,3.5%,2.1%,-6.4%,-0.1,0.4%
C/C(=N\NC(=O)c1nnn(-c2nonc2N)c1-c1cccs1)c1ccncc1,-10.1%,0.2%,-1.6%,5.4%,0.7%,-4.9%,-3.4%,-19.6%,-0.3%,11.7,-9.5%
CC(C)c1ccc(S(=O)(=O)c2cn(Cc3ccc(F)cc3)c3cc4c(cc3c2=O)OCO4)cc1,-1.1%,-6.4%,2.6%,-5.0%,-2.1%,-4.0%,4.1%,/,-6.5%,-3.0,5.4%
Cc1cc(NC(=O)C(C)C)n(-c2nc3ccccc3s2)n1,20.6%,?,?,3.2%,17.2%,7.3%,15.9%,1.3%,27.6%,11.7,0.1%
CCN(CC)S(=O)(=O)c1cc(NC(=O)CNc2cccc(S(=O)(=O)N3CCCC3)c2)ccc1C,-28.2%,-34.5%[inhibitor],5.8%,3.7%,?,-2.1%,0.8%,-60.3%,/,1.2,/
O=C(NCCc1nc2ccccc2[nH]1)c1ccco1,8.8%,1.1%,0.6%,-4.6%,-8.4%,0.8%,0.4%,-16.4%,-0.5%,1.2,15.0%
CCCCC(=O)N(CCC)CCC,0.5%,0.4%,-0.9%,2.9%,-0.9%,-0.3%,2.5%,0.0%,-9.1%,-0.5,5.3%
CCOc1ccc2[nH]cc(S(=O)(=O)c3ccc(Cl)cc3)c(=O)c2c1,-0.8%,-2.8%,-15.8%,-6.7%,?,-11.6%,-0.7%,-2.5%,?,-0.9,38.2%
Cn1cncc1C#Cc1c(C=O)n(C)c2ccccc12,1.0%,-0.5%,-1.3%,-1.3%,-27.8%,-1.4%,-0.3%,-49.9%,/,2.4,/

# Some entries already given, showing only BRCA1 expr act, RORg inh and Rab9 prom act:
SMILES	BRCA1 expr act	RORg inh	Rab9 prom act
CCOc1ccc(NC(=O)c2ccc3c(=O)n4c(nc3c2)CCCCC4)cc1	-9.8%	11.5%	-8.5%
CN1CCc2ccccc2C1C1CCNCC1 (stereo not given)	15.8%	-11.0%	-2.1%

# Screening results: PubChem, National Center for Advancing Translational Sciences (NCATS)
